Screening data deposited in PubChem BioAssay by several laboratories.
Rtt109 HAT inh: inhibitors of C. albicans Rtt109/Vps75 HAT, primary screen, biochemical, ThioGlo CoA-SH fluorescence, plate reader; Histone acetyltransferase RTT109 (Candida albicans (strain SC5314 / ATCC MYA-2876)), …; 0.16% of 330,000 active; purified Rtt109/Vps75, 4 h; inhibition, % at 34.9 µM;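 active = inhibition of at least 50% in every replicate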
Target sequence (Q5AAJ8 whole entry, looked up): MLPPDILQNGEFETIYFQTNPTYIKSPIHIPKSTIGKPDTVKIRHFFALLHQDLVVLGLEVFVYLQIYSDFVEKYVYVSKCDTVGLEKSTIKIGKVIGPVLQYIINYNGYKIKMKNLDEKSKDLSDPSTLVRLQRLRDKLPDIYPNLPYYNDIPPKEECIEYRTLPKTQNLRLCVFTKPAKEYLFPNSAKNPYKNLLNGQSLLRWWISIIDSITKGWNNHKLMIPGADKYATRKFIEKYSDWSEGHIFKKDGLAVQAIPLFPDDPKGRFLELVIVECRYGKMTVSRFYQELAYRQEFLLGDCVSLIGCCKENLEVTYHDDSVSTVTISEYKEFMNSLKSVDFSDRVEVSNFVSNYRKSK
NSD2 inh: NSD2 histone methyltransferase inhibitors, primary screen, biochemical, AlphaScreen, single concentration, set 2; NSD2 peptide methylation, 120 min; inhibition, % at 12.5 µM; Histone-lysine N-methyltransferase NSD2 (Homo sapiens), O96028; 0.54% of 310,000 active; in the data active = inhibition above about 50%
PfHsp90 set2: growth inhibition of PfHsp90-expressing yeast, primary screen, antimalarial PfHsp90 inhibitor project, S. cerevisiae, BacTiter-Glo luminescence, single point, set 2 | inhibition, % at 9.4 µM | BacTiter-Glo ATP, 48 h; yeast lacking PDR1 and PDR3 efflux regulators | 0.32% of 310,000 active;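 active = every replicate shows inhibition above about 80%, whatever the replicate mean, limit read from the data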;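 note: 0% = DMSO neutral controls and 100% = 20 µM radicicol positive controls; yeast relying on Plasmodium falciparum Hsp90 in place of its own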
Cardiac RTF inh: cardiac RTF calcium sensitivity inhibitors, primary screen, biochemical, IANBD-TnC fluorescence, EC70 calcium; Troponin I, cardiac muscle (Homo sapiens) + Troponin T, cardiac muscle (Homo sapiens) + …; IANBD-labeled cardiac RTF, Ca2+ fluorescence; inhibition, % at 7.15 µM; 0.12% of 340,000 active; AID 493244, 2011;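 active = inhibition above the mean inhibition of all tested compounds plus 3 SD, cut at about 17% in these data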;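 note: assay run at fixed EC70 calcium of 1.6 mM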
dFosB act: activators of delta FosB homodimer, primary screen, biochemical, fluorescence polarization, TAMRA-CDK5 oligo, single point; AID 493131, 2011; purified delta FosB; percent of positive-control signal above neutral wells; 0.99% of 340,000 active; activation, % at 25 µM;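 active = mean activation above about 17%, with every replicate also reaching it, limit read from the data, passing the limit was not always enough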;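 note: fluorescence polarization rise as delta FosB binds a TAMRA Cdk5 AP-1 oligo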
Target sequence (P13346 whole entry, looked up): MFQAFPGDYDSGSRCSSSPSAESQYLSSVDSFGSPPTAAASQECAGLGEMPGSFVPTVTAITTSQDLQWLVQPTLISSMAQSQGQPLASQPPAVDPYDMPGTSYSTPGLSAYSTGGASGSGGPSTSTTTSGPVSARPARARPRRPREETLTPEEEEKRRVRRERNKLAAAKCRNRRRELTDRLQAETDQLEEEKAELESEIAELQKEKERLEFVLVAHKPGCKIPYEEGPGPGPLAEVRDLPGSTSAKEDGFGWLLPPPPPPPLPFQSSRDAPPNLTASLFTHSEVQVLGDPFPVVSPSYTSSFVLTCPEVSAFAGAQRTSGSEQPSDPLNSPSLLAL
cardiac RTF act: cardiac RTF calcium sensitivity activators, primary screen, biochemical, IANBD-TnC fluorescence, EC20 calcium. 0.24% of 340,000 active. activation, % at 7.2 µM. IANBD-labeled TnC RTF fluorescence at EC20 calcium; 0% EC20 calcium, 100% full calcium. Troponin I, cardiac muscle (Homo sapiens) + Troponin T, cardiac muscle (Homo sapiens) + …;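 active = activation above the mean over all tested compounds plus 3 SD, cut at about 30% in these data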;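 note: rise in fluorescence read as greater calcium sensitivity of cardiac thin filaments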
CDK5 inh: inhibitors of human CDK5/p35 kinase, primary screen, biochemical, single concentration | Recombinant CDK5/p35, ADP-Glo luminescence, 60 min | inhibition, % at 10 µM | 0.01% of 330,000 active;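 active = highest replicate inhibition of at least 50% and at least 75% of replicates reaching 50%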;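 note: plate controls were DMSO neutral control for no effect and GW8510 at 10 µM for full effect; many of its hits are not listed in these tables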
C-LANA FP: inhibitors of KSHV C-LANA binding to DNA, primary screen, biochemical, fluorescence polarization, FAM-LBS DNA, MBP-C-LANA, single point. Kaposi's sarcoma herpesvirus LANA C-terminal domain (residues 932-1162) DNA binding. inhibition, % at 9 µM. 0.078% of 340,000 active. AID 504423, 2011;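 active = highest replicate inhibition at or above 60% at 9 µM, even if other replicates fall short; inactive = all replicates below 60% inhibition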;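 note: 0% = neutral control wells and 100% = 4 µM acridine orange control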
SUMO Mot1 rescue: yeast Mot1-301 growth rescue at high temperature, primary screen, SUMOylation pathway inhibitor project, S. cerevisiae, ATP luminescence, 38.5C; S. cerevisiae Mot1-301 growth rescue; percent above DMSO median, 100 means doubled; growth rescue, % at 18.8 µM; 1% of 320,000 active; AID 2716, 2010;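 active = every valid replicate shows activation above 250% relative to neutral control wells; inactive = the rest, any valid replicate at or below 250%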;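 note: OY570 slx delta 5 strain wells were the positive control but not used for scaling; some compounds called inactive have numbers as strong as hits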
PvdQ acylase: P. aeruginosa PvdQ acylase inhibitors, primary screen, biochemical, fluorescence, plate reader and imaging, single point. PvdQ acylase [Pseudomonas aeruginosa LESB58]. purified PvdQ acylase. inhibition, % at 10 µM. 0.063% of 340,000 active. AID 488965, 2010; in the data active = inhibition above about 30%, passing the limit was not always enough;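 note: 0% = vehicle neutral wells and 100% = reference inhibitor wells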
Keap1-Nrf2 PPI: Keap1-Nrf2 protein-protein interaction inhibitors, primary screen, biochemical, fluorescence polarization, single point. Keap1 Kelch-Nrf2 peptide fluorescence polarization, 1536-well. AID 504523, 2011. Kelch-like ECH-associated protein 1 (Homo sapiens), Q14145. inhibition, % at 9.4 µM. 0.15% of 340,000 active; in the data active = inhibition above about 12%;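 note: human Keap1 Kelch domain with fluorescein labeled Nrf2 9mer peptide probe; 0% = neutral control wells and 100% = peptide positive control; higher means more block of Keap1 binding to Nrf2 peptide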
* hit, by the source's call; . = not tested or not shown. No enrichment for hits; 3.2% or so of the library scored in one or more.

cpd	structure	Keap1-Nrf2 PPI	Rtt109 HAT inh	NSD2 inh	cardiac RTF act	CDK5 inh	PfHsp90 set2	Cardiac RTF inh	SUMO Mot1 rescue	PvdQ acylase	C-LANA FP	dFosB act
1	CCOc1ccc(C)cc1S(=O)(=O)n1nc(C)cc1C	-4	12	-4	10	-6.0	-6	-3	477*	-28	-0.2	0
2	CC(C)NC(=O)c1onc(CSc2cccc(Cl)c2)c1C(=O)O	0	9	.	5	-1.2	27	4	-5	-11	1.6	-13
3	CN1CCc2c(sc3c2C(=O)NC(c2ccc(-c4ccc(Cl)cc4)o2)N3)C1 (centres undefined)	-36	-37	-3	.	1.4	-19	.	-20	-6	0.1	5
4	CCOc1ccc(NC(=O)C2C3CCC4C(CCC32)C4(Cl)Cl)cc1 (centres undefined)	-4	.	-1	-4	-1.3	-9	-6	-14	1	-1.4	-2
5	CC(C)c1ccc(OCC(O)Cn2cnc3ccccc32)cc1 (centres undefined)	0	18	4	-3	-1.4	-20	3	-5	-12	0.5	-5
6	C/C(=N\NC(=O)c1ccccc1O)c1ccc(NC(=O)c2ccccc2)cc1	3	0	3	-4	-2.9	5	2	-1	-2	1.0	-2
7	CCn1c(C)nc2cc(C(N)=O)ccc21	0	3	17	4	3.5	11	-12	281	-13	-1.3	-7
8	Cc1cc(C=NCCO)c(C)n1-c1cc(Cl)ccc1Cl	0	0	-1	-3	-0.5	.	-8	-11	-9	-0.9	1
9	COCCNC(=O)c1ccc(-n2c(SCc3cccnc3)nc3ccccc3c2=O)cc1	1	0	-2	-2	1.0	14	-1	-3	-7	-0.2	-13
10	COC(=O)C1C(=O)/C(=C(/C)N2CCCC2)C(=O)CC1(C)C (centres undefined)	-2	4	-1	0	-0.3	-16	-7	.	-11	-0.1	7
11	O=C(Cn1c(SCC(=O)N2CCc3ccccc32)nc2ccccc21)NC1CCCC1	-5	-6	-3	2	-0.3	-6	4	16	-6	0.6	-4
12	CC(C)COC(=O)N1C[C@H](O)C[C@H]1C(=O)Nc1ccc(Cl)cc1	-1	0	-3	1	-1.1	5	-9	26	-7	-2.8	-5
13	O=C(C1=C(O)/C(=C/c2ccc(O)cc2)CCC1)C(F)(F)F	-6	-4	.	4	-0.9	-2	-5	-5	-1	-0.4	1
14	CCOC(=O)c1c(NC(=O)COC(=O)CCCOc2ccc(OC)cc2)sc(C(=O)N(C)C)c1C	0	5	0	-6	0.2	-1	-3	.	3	0.5	-16
15	Cc1ccc(C)c(NS(=O)(=O)c2cc(C(=O)Nc3cccc(N(C)S(C)(=O)=O)c3)ccc2C)c1	3	-2	3	-3	0.1	10	-5	130	4	-0.8	0
16	O=C(NNC(=O)c1sccc1-n1cccc1)c1ccc(F)cc1	-2	-4	0	3	-1.0	15	-9	.	-6	-2.4	5
17	COc1cc2c(cc1NC(=S)NC(=O)c1c(OC)cccc1OC)oc1ccccc12	-1	1	1	-2	0.8	-15	-11	4	-1	-0.7	10
18	C[n+]1ccccc1N1CCN(c2ccccc2Cl)CC1	-3	1	-3	-3	0.6	-2	1	0	23	1.8	-4
19	C/C(=N\Nc1ccc(Cl)c(C(=O)O)c1)c1cccc2ccccc12	-1	-18	9	2	-2.8	6	-1	10	-16	4.1	-5
20	C[N+](C)(C)CCN(Cc1ccc(Cl)cc1)c1ccccn1	0	5	-4	6	-0.9	.	-6	8	6	0.3	-6
21	Clc1cc2cccnc2c2ncccc12	-7	3	13	-4	-1.2	3	0	15	-5	1.0	-4
22	CC(=O)c1ccc(NC(=O)CNCc2cccs2)cc1	1	7	-1	-3	0.0	12	-3	59	2	-2.0	-5
23	CS(=O)(=O)N1N=C(c2ccco2)CC1c1ccc(Cl)cc1Cl (centres undefined)	-9	-6	1	5	-2.0	28	3	.	-7	-0.5	-4
24	Cc1ccc(CNC(=O)C(=O)NCC(c2ccco2)N2CCOCC2)cc1 (centres undefined)	-3	-1	-3	0	.	-10	-14	-3	9	1.2	4
25	Nc1ccn(C2OC(COC(=O)C34CC5CC(CC(C5)C3)C4)C(O)C2O)c(=O)n1 (centres undefined)	-2	10	0	0	0.6	12	-7	.	3	1.8	0
26	COc1ccc(C(=O)/C=C(\N)C(F)(F)F)c(O)c1	-8	-6	-3	4	-2.1	-13	-7	4	-27	0.0	-5
27	CCOc1ccc(N2C(=O)CC(Sc3ccccc3C(=O)O)C2=O)c([N+](=O)[O-])c1 (centres undefined)	-3	65*	-1	2	-0.8	48	-13	-8	-12	-2.1	1
28	CN(C)S(=O)(=O)n1cc(/C=C(\NC(=O)c2ccccc2)C(=O)N2CCOCC2)c2ccccc21	0	4	2	-4	-1.5	13	-8	16	-6	1.3	0
29	O=C(O)CCCNC(=O)/C(=C\c1ccc(Cl)cc1)NC(=O)c1ccc(Br)cc1	-3	-3	.	5	0.0	4	-14	-21	-11	-0.4	-5
30	C#CCOCCOCCOCCNc1nc(N2CCN(C(=O)CCCCCCCCCCNC(=O)[C@@H](CCC(=O)O)n3cc(CCCCCN)nn3)CC2)nc(N2CCN(C(=O)CCCCCCCCCCNC(=O)[C@H](CO)n3cc(CCCSC)nn3)CC2)n1	-12	0	.	4	0.6	3	-14	-12	-1	-1.3	-1
31	c1ccc(Nc2nc(N3CCCC3)nc(N3CCCC3)n2)cc1	1	-4	-1	2	-1.2	-2	-6	15	-17	0.3	-8
32	CCC(=O)n1nc(-c2ccccc2)nc1N	0	-3	3	0	2.3	-9	4	-7	-13	-2.2	-2
33	Cc1ccc(C(=O)CCC(=O)OCC(=O)N(CC(C)C)c2c(N)n(Cc3ccccc3)c(=O)[nH]c2=O)cc1	1	-3	0	-1	0.8	-4	3	-10	4	0.5	-8
34	CCCCC/C(=N\NC(=O)CCC(=O)NCc1ccccc1)c1ccccc1	4	-5	1	3	1.9	-60	-6	2	-14	0.6	-12
35	CC1CCN(C(=O)COC(=O)COc2ccccc2C#N)CC1	0	19	-3	-5	-1.1	.	2	-13	-3	-1.4	6
36	COc1ccc(CCNc2oc(COc3ccc(Br)cc3)nc2C#N)cc1OC	4	6	.	-2	-0.3	-14	-7	2	-1	3.0	-8
37	Cc1ccc(N2CC(C(=O)Nc3ccc4c(c3)OCCO4)CC2=O)cc1 (centres undefined)	1	1	.	5	-1.5	10	-2	-6	-6	0.1	1
38	O=C(NC1CCCCC1)C(c1ccncc1)N(Cc1ccc(F)cc1)C(=O)c1ccccn1 (centres undefined)	3	0	2	5	-1.2	-9	-2	24	-8	3.2	-4
39	COc1ccc(CC(=O)N2CC3(C)CC2CC(C)(C)C3)cc1OC (centres undefined)	-4	14	-1	-1	-0.3	18	-8	49	3	0.0	-4
40	COC1=CC(=Cc2c(N)n3nc(CC(=O)N4CCOCC4)sc3nc2=O)C=C(OC)C1=O	-25	-6	9	12	-1.6	-23	-8	36	-14	0.1	8
41	CCN1C(=O)/C(=C\c2ccc(F)cc2)N=C1SCC(=O)NCc1ccco1	-5	3	-3	2	2.4	-3	3	-8	10	1.4	9
42	O=C(O)CCN1C(=O)c2ccc(Oc3ccc4c(c3)C(=O)N(CCC(=O)O)C4=O)cc2C1=O	-3	-5	35	2	0.9	.	-3	-12	-15	0.0	9
43	CCCn1c(=O)c(C(=O)Nc2ccccc2C(=O)OC)c(O)c2ccccc21	4	39	-7	-14	-0.2	13	-5	-17	3	0.3	-8
44	Cc1cccc(NC(=O)COc2ccccc2C)n1	-2	-3	-1	1	0.5	-16	-1	-6	0	-0.5	10
45	COc1cccc(NC(=O)C2CCCN2S(=O)(=O)c2ccc3c(c2)C(C)(C)C(=O)N3C)c1 (centres undefined)	-1	-14	.	-5	-0.7	17	-5	-9	-8	1.0	-6
46	Cc1cc(C)c(C#N)c(SCC(=O)Nc2nnc(-c3ccccc3)s2)n1	-2	-8	-4	4	2.0	7	2	5	-20	-0.8	39*
47	COc1ccc2ccccc2c1/C=N\NC(=O)c1ccc(C)s1	-2	-8	3	1	-2.0	-8	5	-12	-3	-0.1	-3
48	CCCCn1c(N)c(N(CCOC)C(=O)CSCc2ccccc2C)c(=O)[nH]c1=O	-3	-10	0	2	1.3	.	-2	-6	14	1.8	2
49	C=CCc1cc(Cl)ccc1OCCNCCOC	-1	.	8	-7	0.3	-3	-1	-5	9	0.2	-3
